Screening results deposited in PubChem by Fisher Drug Discovery Resource Center.
NPYLR7 agonist – agonists of mosquito NPYLR7 receptor, primary screen, cell-based, Aedes aegypti, calcium fluorescence, mosquito biting behavior; activation, % at 10 µM; 270,000 compounds, 0.15% hits; HEK293T NPYLR7/Galpha15, GCaMP6s calcium fluorescence; AID 1259423, 2018; in the data active = activation above about 40%;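 note: 0% = vehicle and 100% = reference agonist at the receptor; some compounds past the cut are filed as inactive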
hcGAS inh – Primary biochemical luminescence assay for human cyclic GMP-AMP synthase inhibitors. inhibition, % at 12.5 µM. recombinant h-cGAS, ATP depletion, Kinase-Glo luminescence. 290,000 compounds, 0.081% hits. AID 1259398, 2018. Q8N884;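 note: 0% = vehicle reaction and 100% = reaction without DNA for no activity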
Target sequence (Q8N884 whole entry, looked up): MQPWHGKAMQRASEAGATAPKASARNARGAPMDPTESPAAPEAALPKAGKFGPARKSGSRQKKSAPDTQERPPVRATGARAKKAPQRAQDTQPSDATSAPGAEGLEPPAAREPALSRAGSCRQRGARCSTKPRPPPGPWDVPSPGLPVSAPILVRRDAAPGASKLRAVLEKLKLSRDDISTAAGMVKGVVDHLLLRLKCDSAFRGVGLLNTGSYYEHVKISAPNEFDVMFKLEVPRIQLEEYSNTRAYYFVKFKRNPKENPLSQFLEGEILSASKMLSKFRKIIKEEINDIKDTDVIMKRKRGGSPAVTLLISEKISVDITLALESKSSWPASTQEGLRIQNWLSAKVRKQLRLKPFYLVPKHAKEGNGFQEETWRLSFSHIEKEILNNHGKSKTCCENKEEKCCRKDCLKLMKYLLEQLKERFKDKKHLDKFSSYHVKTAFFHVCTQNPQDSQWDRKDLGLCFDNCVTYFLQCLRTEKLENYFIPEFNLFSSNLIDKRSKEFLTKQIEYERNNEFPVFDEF
mcGAS inh – cyclic GMP-AMP synthase inhibitors, mouse, primary biochemical chemiluminescence; inhibition, % at 12.5 µM; 160,000 compounds, 0.15% hits; recombinant cGAS, Kinase-Glo ATP depletion luminescence; Q8C6L5;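 note: 0% = negative control wells and 100% = reference inhibitor with no enzyme activity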
* marks the source's active call; other numbers are inactive results; nt = not tested or not shown; & = joins results of further samples. Cut-off read from the data, not from the text of the source, unless noted: active = inhibition above about 40%; inactive = the rest.

SMILES	NPYLR7 agonist	hcGAS inh	mcGAS inh
O=C(Nc1cccc(F)c1)c1cc(C2CC2)n(C2CCS(=O)(=O)C2)n1 (stereo unspecified)	1	-10	-7
Clc1cnc(NN=C2CCCc3ccccc32)c(Cl)c1	4	-6	nt
COCCN(CC(=O)Nc1nc(CC(=O)NCCc2ccccn2)cs1)C(=O)c1ccccc1	16	-2	-5
CCC(C)(C)NC(=O)NCc1ccc(NC(=O)c2cccnc2)cc1	-2	5	nt
COCC1(Cn2cnc(-c3ccccc3)c2-c2cnn(C)c2)CCCC1	7	-9	nt
Cc1cc(C)n2c(NCc3ccccc3)c(-c3ccc(C(C)(C)C)cc3)nc2c1	-5	-9	-8
O=C(c1cn(Cc2ccccc2F)nn1)N1CCC(O)(c2cccc(C(F)(F)F)c2)CC1	-11	4	-5
C[C@@H]1CN(C(=O)c2ccc(Br)cc2F)CC(C(N)=O)O1 (stereo partly specified)	11	-8	nt
COC(=O)c1cccc(NC(=O)N2CCN(CC(OCc3cccc(Cl)c3)c3cccc(OC)c3)CC2)c1C (stereo unspecified)	nt	0	-3
Cc1nc(-n2nc(C3CC3)cc2NC(=O)COc2ccc(Cl)cc2Cl)[nH]c(=O)c1C	12	2	nt
COc1ccc(-c2nnc3ccc(OCCNC(=O)C4CCCCC4)nn23)cc1OC	-8	-3	-8
O=C(CCC1CCCCC1)NCCN1C(=O)C(=Cc2ccc3c(c2)OCO3)SC1=S	40	-16	-7
Cc1ccc(OCCN2CCC2(C)C(=O)NCc2cccc3ccccc23)cc1 (stereo unspecified)	7	-3	nt
CCCCOC(=O)C(CC)Sc1n[nH]c(=O)[nH]c1=O (stereo unspecified)	3	0	-4
CCn1cc(C(=O)NCc2cccnc2-n2cnc3ccccc32)cn1	23	-10	nt
CC(NC(=O)Cn1nc(-c2ccco2)oc1=O)c1ccccc1 (stereo unspecified)	5	-10	-6
COc1cccc(C(=O)NC2CC(=O)N(CCc3cccc(Cl)c3)C2)c1C (stereo unspecified)	6	-2	-13
COc1ccc(C(=O)CSc2nc3c(c(CC(C)C)c2C#N)CCCC3)cc1	-2	-3	-8
CCn1cnnc1C(C)NC(=O)c1cnc2ccccc2c1 (stereo unspecified)	-4	-4	-8
Cc1cc(C2CCCN2C(=O)c2ccc(CSc3ncccn3)o2)on1 (stereo unspecified)	10	-7	nt
COCC(=O)N1CCN(c2ccc(Br)cc2)C(=O)C1C (stereo unspecified)	1	-2	-4
CCc1cn[nH]c1C1CCN(Cc2ccccc2OCCO)CC1	11	-5	-13
COC(=O)C(c1ccc(OC)cc1)C1C=CC(NC(=O)c2ccc(SC(F)(F)F)cc2)C1 (stereo unspecified)	3	-8	-7
CCCc1cnc(C)nc1-c1cccc(C(C)=O)c1	20	-7	nt
Nc1c(C=C2C=C(Br)C=CC2=O)c(=O)nc2sc(-c3ccccc3)nn12	0	-4	nt
N#Cc1cc(F)c(NCC2CCS(=O)(=O)C2)c(F)c1 (stereo unspecified)	5	-18	nt
CCCCCCc1nc(C(N)=O)c2[nH]c(=O)n(-c3ccc(OC)c(OC)c3)c2n1	14	-8	nt
O=C(c1cccc2[nH]ncc12)N(CC1CCCCC1)C1CC1	1	-5&-4	-14
CCn1nc(C(C)C)cc1C(=O)N1CCC1c1ccc(F)cc1 (stereo unspecified)	3	-5	-6
Cc1nnc(SCC(=O)N(Cc2ccc3c(c2)OCO3)C2CC2)s1	0	-6	-12
CCn1ccnc1CN(C)C(=O)c1[nH]c2c(C)cc(C)cc2c1C	-8	-3	nt
NC(=O)CN1CCN(S(=O)(=O)c2ccc(OC(F)(F)F)cc2)CC1	0	-3	-4
COc1ccc(N2CC(NC(=O)N3CCC4(CC3)OCCO4)CC2=O)cc1OC (stereo unspecified)	-6	-3	-8
CC(C)(C)C(=O)NCCC(=O)Nc1cc(C#N)cn1C(C)(C)C	7	-11	nt
O=C(Sc1cccc2cccnc12)N1CCOCC1	-7	-15	nt
O=C(N=C1OC(COc2ccccc2)CS1)c1ccccc1 (stereo unspecified)	3	-7	nt
COC(=O)CCCCCCC(=O)N1CCC(c2cn(Cc3ccc(C(F)(F)F)cc3)c3ccccc23)CC1	24	-7	-10
Cc1cc(Cl)cc2nc(SCC3CNC(=O)O3)oc12 (stereo unspecified)	2	-6	-14
COCCn1ccc(NC(=O)N(Cc2ccccc2F)C2CCC2)n1	1	-8	nt
CN(Cc1cc(-c2ccncc2)no1)C(=O)CC12CC3CC(CC(C3)C1)C2	nt	-8	-13
CCOc1ccccc1N1CCN(C(=O)c2ccc3c(c2)OCO3)C(C)C1=O (stereo unspecified)	14	-8	-6
Cc1[nH]cnc1-c1nccn1CCCCc1ccccn1	10	-7	nt
O=c1ccc(-c2ccc(Cl)cc2)nn1CCNS(=O)(=O)c1ccc(C(F)(F)F)cc1	-1	-6	-10
O=C1CC(C(=O)N2CCOc3ccccc32)CN1CC(F)(F)F (stereo unspecified)	9	-5	nt
CC(C)Nc1ncc(-c2nccn2CCc2cnc[nH]2)cn1	15	-2	nt
O=C(NCC(=O)N1CCOC(COc2ccc3c(c2)CCCC3)C1)c1cccc(C(F)(F)F)c1 (stereo unspecified)	3	-4	-7
CCOC(=O)c1cn[nH]c1S(=O)(=O)Nc1ccc(F)cc1F	-2	-5	-7
Cc1c(NC(=O)COc2cccnc2)cccc1C(=O)NC(C)(C)C	0	6	nt
Cc1cc(C(=O)COC(=O)C=Cc2ccc(Br)o2)c(C)n1CC1CCCO1 (stereo unspecified)	2	-5	-8
CC(C)(C)NC(=O)NCC(c1ccsc1)N1CCCCCC1 (stereo unspecified)	4	-9	-8
(more compounds)
SMILES	NPYLR7 agonist	hcGAS inh	mcGAS inh
COc1ccc2[nH]c3c(c2c1)CCN(C(=O)c1ccccc1SC(F)F)C3c1ccccc1OC (stereo unspecified)	13	-18	-9
CSCCNC(=O)c1cc(N(C)C2CCCCC2)nc2ccccc12	2	-8	-6
COc1ccc(C)cc1C(=O)NC(CC(=O)O)c1ccccc1 (stereo unspecified)	5	-16	nt
COc1ccccc1Oc1ncccc1CNC1CCOCC1	-1	-6	-9
O=c1c2ccccc2c(C=Nc2ncnc3nc[nH]c23)c(O)n1-c1ccc(Cl)cn1	-1	-1	nt
COc1cccc(-c2nnc(SCc3nc(C(=O)NCc4ccco4)cs3)n2-c2ccccc2)c1	9	-7	-5
Cc1ccc(C2=Nn3c(C)nnc3SC2)cc1	12	-12	-2
CCCS(=O)(=O)c1ccccc1SC(C)C(=O)NC1CC1C (stereo unspecified)	24	-9	nt
CN1CCN(C(CNS(=O)(=O)c2cc(F)ccc2F)c2cccn2C)CC1 (stereo unspecified)	13	-1	nt
Cc1ccoc1C(=O)N1CCC(=O)N(CC2CC2)C(C(C)C)C1 (stereo unspecified)	nt	4	-6
O=C1CC(NS(=O)(=O)N2CCCC2)CN1Cc1ccc(F)cc1 (stereo unspecified)	19	-9	-13
Cc1ccc(-n2c(C)c(C)n3c4c(=O)[nH]c(=O)n(C)c4nc23)c(C)c1	-2	-8	nt
Cn1c(CNC(=O)/C=C/c2ccc(Br)o2)nc2ccccc21	4	2	nt
CCc1cn[nH]c1C1CCN(C(=O)Cc2c(C)[nH][nH]c2=O)CC1	nt	-7	-10
O=C(Cn1cnc2ccc(F)cc2c1=O)Nc1ccc(-n2cncn2)nc1	0	-6	nt
CN(CC(=O)Nc1ccc(Cl)c(Cl)c1)CC(=O)N1CCCc2ccccc21	-4	6	nt
CCCc1nnc(-c2cc3ccccc3n2CC(=O)Nc2ccccc2C(F)(F)F)o1	-7	1	-7
COc1ccc(N(C(=O)Cn2c(=O)[nH]c3ccccc3c2=O)C(C)C)cc1F	8	-1	nt
CC(Cn1cccn1)NC(=O)c1ccc(N2CCCCCC2)nc1 (stereo unspecified)	2	-6	nt
CCOC(=O)CCCC(=O)Nc1ccc2[nH]cc(CCN3CCN(c4cccc(C(F)(F)F)c4)CC3)c2c1	33	-3	-6
C=c1ccccc1=c1[nH]/c(=C/c2cccnc2)c(=O)o1	-7	1	nt
CC(C)C(C(=O)NCc1cccnc1N(C)C)c1ccccc1 (stereo unspecified)	-2	-8	nt
Cn1c(=O)c2c(nc(CN3CCN(Cc4ccccc4)CC3)n2CCc2ccccc2)n(C)c1=O	-1	-6	nt
Cc1[nH]c2c(c1C(=O)N1CCC3(CN(C)C(=O)O3)C1)C(=O)CCC2 (stereo unspecified)	5	-5	-9
O=C1CC(c2ccccc2)Cc2nc(N3CCc4ccccc4C3)ncc21 (stereo unspecified)	18	-5	nt
CCS(=O)(=O)NCCN1CCC(C)N(Cc2ccccc2)CC1 (stereo unspecified)	9	-14	nt
CCCCn1c(=O)[nH]c(=O)c2c1nc(CSc1nnnn1C1CCCC1)n2C	2	-9	nt
CCC(C)(C)NC(=O)c1sc(NC(=O)C2CC2)cc1C	15	-6	nt
CC(C)N(CC#N)C(=O)CNC(=O)C(C)(C)C	1	-4	nt
CC(OCC1CC1)C(=O)Nc1cc(Br)c[nH]c1=O (stereo unspecified)	-7	-2	nt
O=C(Nc1cccc(C(=O)Nc2cnccn2)c1)c1ccc(F)c(F)c1	-1	-6	nt
COc1cc(-c2cc(Cl)ccc2NC(C)=O)cc(OC)c1OC	1	-1	nt
COc1ccc(-n2cc(C)cn2)c(C(=O)O)c1	-1	-3	-14
Cc1ccc(Cc2nc(N3CCCN(C(=O)COc4ccc(Cl)cc4)CC3)c3cnn(-c4ccccc4)c3n2)cc1	-2	-5	-3
CNC(=O)CN(C)C(=O)CCc1nc(C(C)(C)C)no1	11	-12	-7
O=C(Nc1c(-c2ccc(F)c(F)c2)nc2ccccn12)C1CCCC1	-10	-5	-2
